# C diff HTS: blocks growth of Clostridium difficile; growth activity, negative = inhibition, % at 16 µg/mL (by protocol); Clostridium difficile clinical isolate growth, OD600, 24 h; hits give low values; hit rate 0.25% among 86,000;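 active = mean growth activity at or below -80% and every replicate also at or below -80%; inconclusive = mean at or below -80% but some replicate above -80%; inactive = mean growth activity above -80%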;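 note: 0% = DMSO wells and -100% = levofloxacin 16 µg/mL wells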
# T cruzi growth: T. cruzi proliferation inhibition; T. cruzi beta-gal in NIH3T3, GalScreen luminescence, 90 h; inhibition, % at 8.34 µM; hit rate 5.9% among 77,000;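 active = mean inhibition above about 93%, with at least 55% of replicates each passing it, limit read from the data, passing the limit was not always enough; inconclusive = only one of those two conditions holds; inactive = neither condition holds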
# KDM4C inh: KDM4C (human) demethylase inhibition; GST-KDM4C 2-372, H3K9me3 peptide, LANCE TR-FRET; inhibition, % at 12.5 µM; hit rate 0.15% among 96,000;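 active = mean replicate inhibition above about 25%, with at least 55% of replicates also reaching it, limit read from the data, passing the limit was not always enough; inconclusive = only one of those two conditions met; inactive = neither condition met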
# Target sequence (Q9H3R0 2-372 limits assumed): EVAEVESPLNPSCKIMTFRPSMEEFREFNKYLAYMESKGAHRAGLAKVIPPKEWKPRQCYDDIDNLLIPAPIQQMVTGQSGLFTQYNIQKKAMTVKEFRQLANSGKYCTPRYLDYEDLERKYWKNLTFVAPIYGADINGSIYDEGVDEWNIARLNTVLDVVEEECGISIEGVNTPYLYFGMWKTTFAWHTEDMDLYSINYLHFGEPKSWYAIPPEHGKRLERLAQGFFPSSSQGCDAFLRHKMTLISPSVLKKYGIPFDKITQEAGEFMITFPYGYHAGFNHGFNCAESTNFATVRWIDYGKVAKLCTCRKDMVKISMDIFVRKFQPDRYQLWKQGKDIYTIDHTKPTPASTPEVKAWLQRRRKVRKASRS
#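 System: N-terminal GST-fused human GASC-1 (KDM4C) fragment, residues 2-372 / Amount: 10 nM GST-KDM4C in enzyme reaction / Also added: H3K9me3 peptide with Fe(II)/2OG / Times: 30 min demethylation and 1 h detection at room temperature / Signal: LANCE TR-FRET / Read-out basis: Fall in 671/618 emission ratio as inhibition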
# Pf Dd2 growth: P. falciparum Dd2 growth inhibition; SYBR Green, 72 h; hits give low values; activity change, % at 10 µM; hit rate 2.3% among 94,000; AID 1159554; in the data active = activity change below about -80%; inconclusive = no clear call, values can overlap the other calls
# An asterisk follows results filed as active; u = inconclusive; x = not tested or not shown; & = joins results of further samples.
# Results follow in this order: C diff HTS	T cruzi growth	KDM4C inh	Pf Dd2 growth
(1) C/C=C/c1ccc2c(c1)O[C@H](CN(C)C(=O)c1cccc(F)c1)[C@@H](C)CN([C@H](C)CO)S2(=O)=O
    7	54	-1.6	-63
(2) C[C@@H]1CN([C@@H](C)CO)C(=O)c2cc(N(C)C)ccc2O[C@@H]1CN(C)Cc1ccc2c(c1)OCO2
    0	86	1.8	17
(3) CO[C@H]1CN(C)C(=O)c2ccc(NC(=O)c3cnccn3)cc2OC[C@@H](C)NC[C@H]1C
    x	-17	u	-14
(4) O=C(NCC[C@@H]1CC[C@@H](NS(=O)(=O)c2cccc(F)c2)[C@@H](CO)O1)C1CCOCC1
    2	x	1.6	x
(5) CCCNC(=O)Nc1ccc2c(c1)C(=O)N(C)C[C@H](OC)[C@@H](C)CN(C(=O)CC)[C@H](C)CO2
    1	16	0.2	-6
(6) CN1CCN(C(=O)C[C@@H]2CC[C@H]3[C@@H](COc4ccc(NC(=O)C5CCCCC5)cc4C(=O)N3C)O2)CC1
    5	-56	1.1	0
(7) C[C@H]1CCCCO[C@H](CN(C)C(=O)Nc2cccc3ccccc23)[C@@H](C)CN([C@@H](C)CO)C(=O)c2cc(NC(=O)Nc3ccccc3)ccc2O1
    9	u	-0.1	-9
(8) C[C@@H]1CN([C@H](C)CO)C(=O)c2cccc(NC(=O)Nc3ccccc3)c2O[C@H]1CN(C)Cc1ccc(C(=O)Nc2ccccc2N)cc1
    -2	91	-2.8	-78
(9) COc1ccc(CN(C)C[C@H]2Oc3ccc(NS(=O)(=O)c4cn(C)cn4)cc3C(=O)N([C@H](C)CO)C[C@H]2C)cc1
    -1	-11	0.2	10
(10) COc1ccc2c3c(n(C)c2c1)[C@H](CO)NCC31CCN(Cc2ccc(-c3ccccn3)cc2)CC1
    -7	x	-1.2	-88*
(11) CCC(=O)Nc1ccc2c(c1)C(=O)N(C)[C@@H]1CC[C@@H](CC(=O)N[C@@H](C)c3ccccc3)O[C@@H]1CO2
    -3	30	-2.4	5
(12) C[C@H](CO)N1C[C@H](C)[C@@H](CN(C)Cc2ccc(-c3ccccc3)cc2)Oc2c(NC(=O)c3nc4ccccc4s3)cccc2C1=O
    7	u	-2.1	-51
(13) C[C@H]1CN([C@@H](C)CO)C(=O)c2cc(NC(=O)Nc3ccccc3)ccc2O[C@H]1CN(C)S(=O)(=O)c1ccc(F)cc1
    3	17	-1.7	-70
(14) COc1cccc(S(=O)(=O)N2CCCCN3[C@@H](CO)[C@H](c4ccc(C#CC5CC5)cc4)[C@@H]3C2)c1
    12	107*	-1.1	4
(15) CCC(=O)N1CCCCN2[C@H](CO)[C@@H](c3ccc(C#Cc4ccccc4)cc3)[C@H]2C1
    -11	73	-1.2	-5
(16) C[C@H]1CN([C@@H](C)CO)C(=O)Cc2cc(NC(=O)Nc3cccc4ccccc34)ccc2O[C@@H]1CN(C)CC1CCCCC1
    -1	80	-2.0	-26
(17) COc1ccc(CN(C)C[C@H]2OCCCC[C@@H](C)Oc3ccc(NC(=O)C4CCCCC4)cc3C(=O)N([C@H](C)CO)C[C@@H]2C)cc1
    x	88	3.4	-7
(18) CNC[C@@H]1Oc2ncc(/C=C/c3ccccc3)cc2C(=O)N([C@H](C)CO)C[C@@H]1C
    0	17	-2.9	-24
(19) COc1cccc(-c2ccc3c(c2)[C@H]2[C@H](CCN2S(=O)(=O)c2ccccc2F)[C@@H](CO)N3)c1
    22	71	-2.0	-66
(20) C[C@@H]1CCCCO[C@@H](CN(C)C(=O)Nc2ccc(C(F)(F)F)cc2)[C@H](C)CN([C@@H](C)CO)C(=O)c2cc(NS(=O)(=O)c3ccccc3)ccc2O1
    7	u	-0.2	-17
(21) C[C@@H]1CCCCO[C@@H](CN(C)Cc2ccc(C(=O)O)cc2)[C@H](C)CN([C@@H](C)CO)C(=O)c2cc(NC(=O)NC3CCCCC3)ccc2O1
    -3	-7	-0.6	43
(22) CO[C@@H]1CN(C)C(=O)c2cccc(C#N)c2OCC[C@@H]2CC[C@@H](OC)[C@@H](CN(C)C(=O)[C@H]1C)O2
    -1	15	0.2	x
(23) O=C(c1cccc(F)c1)N1C[C@H]2[C@@H](c3ccccc31)[C@H](CO)N2C(=O)c1ccc(F)cc1
    5	16	-0.8	-2
(24) O=C(Nc1ccccc1)N1C[C@@H]2N[C@H](C1)C2c1ccc(-c2ccccc2)cc1 (some centres not stated)
    62&68	x	-1.2&-12	-1&-62
(25) O=C(NCC1CC1)[C@@H]1[C@@H](CO)[C@@H]2Cn3c(ccc(-c4ccccc4)c3=O)[C@@H]2N1Cc1cocn1
    -2	60	12	-4
(26) CO[C@H]1CN(C)C(=O)c2cc(NC(=O)C3CCC3)ccc2OC[C@H](C)NC[C@@H]1C
    x	-3	-1.5	x
(27) CCCN(C)C[C@H]1Oc2cc(/C=C/c3ccccc3)ccc2S(=O)(=O)N([C@H](C)CO)C[C@@H]1C
    6	x	-2.8	-42
(28) C[C@H]1CN([C@@H](C)CO)C(=O)c2cc(N(C)C)ccc2O[C@@H]1CN(C)S(=O)(=O)c1ccc(Cl)cc1
    1	x	1.0	-44
(29) COc1ccc(NC(=O)N(C)C[C@@H]2Oc3c(NS(=O)(=O)c4ccc(F)cc4)cccc3C(=O)N([C@@H](C)CO)C[C@@H]2C)cc1
    12	-8	-0.1	-25
(30) CC(=O)N1[C@@H]2Cn3c(cccc3=O)[C@H]1[C@@H](C(=O)NC1CCCC1)[C@@H]2CO
    7	16	-1.2	x

# One compound at a time, as listed above.
# `CC(=O)N1[C@@H]2Cn3c(cccc3=O)[C@H]1[C@@H](C(=O)NC1CCCC1)[C@@H]2CO` as listed: C diff HTS = 7; T cruzi growth = 16; KDM4C inh = -1.2; Pf Dd2 growth = x
# `C/C=C/c1ccc2c(c1)O[C@H](CN(C)C(=O)c1cccc(F)c1)[C@@H](C)CN([C@H](C)CO)S2(=O)=O` as listed: C diff HTS = 7; T cruzi growth = 54; KDM4C inh = -1.6; Pf Dd2 growth = -63

# Carrying on:
# Results follow in this order: C diff HTS	T cruzi growth	KDM4C inh	Pf Dd2 growth
(31) CO[C@@H]1CN(C)C(=O)c2ccc(NC(=O)C3CC3)cc2OC[C@H](C)N(C(=O)Cc2ccccn2)C[C@@H]1C
    x	13	3.6	-1
(32) C[C@H](CO)N1C[C@H](C)[C@@H](CN(C)S(=O)(=O)c2ccccc2)Oc2ccc(NS(=O)(=O)c3cccs3)cc2C1=O
    2	x	16	13
(33) Cc1ccc(-c2ccc3c(c2)O[C@@H](CN(C)Cc2ccncc2)[C@@H](C)CN([C@H](C)CO)S3(=O)=O)cc1
    1	123*	-2.5	-62
(34) O=C(C[C@H]1CC[C@H]2[C@@H](COC[C@@H](O)CN2Cc2cccc(C(F)(F)F)c2)O1)NCCc1ccccc1
    x	37	-2.0	-7
(35) CCC(=O)N(C)C[C@@H]1Oc2cc(-c3ccccc3F)ccc2S(=O)(=O)N([C@H](C)CO)C[C@@H]1C
    4	50	-1.8	4
(36) O=C(Nc1ccccc1F)N1CCCCN2[C@@H](CO)[C@H](c3ccc(C#Cc4cccnc4)cc3)[C@@H]2C1
    -5	122*	-0.1	-77
(37) C[C@@H]1CN([C@@H](C)CO)C(=O)c2cc(NC(=O)NC3CCCCC3)ccc2O[C@@H](C)CCCCO[C@@H]1CN(C)Cc1ccc2c(c1)OCO2
    5	x	-0.9	x
(38) C[C@@H]1CN([C@@H](C)CO)C(=O)c2c(c3ccccc3n2C)-c2ccccc2CO[C@@H]1CN(C)C(=O)CCC(F)(F)F
    3	38	-1.1	-3
(39) C[C@@H]1CN([C@H](C)CO)C(=O)c2cc(-c3cccc(C#N)c3)cnc2O[C@@H]1CN(C)C(=O)c1ccccn1
    x	-2	4.8	6
(40) C[C@H](CO)N1C[C@H](C)[C@@H](CN(C)S(=O)(=O)c2ccc(F)cc2)OCCCC[C@H](C)Oc2ccc(NC(=O)Nc3ccc4c(c3)OCO4)cc2C1=O
    -2	100*	17	-40
(41) CC(C)NC(=O)Nc1ccc2c(c1)C(=O)N([C@@H](C)CO)C[C@@H](C)[C@@H](CN(C)Cc1ccc(-c3ccccc3)cc1)O2
    40	-20	2.2	10
(42) Cc1ccc(S(=O)(=O)Nc2ccc3c(c2)CC(=O)N([C@@H](C)CO)C[C@@H](C)[C@H](CN(C)C(=O)Nc2c(C)noc2C)O3)cc1
    -8	-9	1.6	-1
(43) Cc1noc(C)c1NC(=O)N(C)C[C@H]1OCCCC[C@@H](C)Oc2ccc(NC(=O)NC3CCCCC3)cc2C(=O)N([C@@H](C)CO)C[C@H]1C
    4	13	-0.5	-33
(44) CN1C(=O)c2cc(NC(=O)Nc3ccccc3Cl)ccc2OC[C@@H]2O[C@H](CC(=O)NCCCN3CCOCC3)CC[C@@H]21
    -6	-29	-0.5	x
(45) C[C@@H]1CN([C@H](C)CO)C(=O)c2cccc(NC(=O)c3cnccn3)c2O[C@@H]1CN(C)Cc1ccccc1
    -2	19	1.9	-13
(46) Cc1ccccc1S(=O)(=O)N[C@H]1CC[C@@H](CCn2cc(Cc3ccccc3)nn2)O[C@@H]1CO
    -12	-37	-0.9	-16
(47) CCCC#Cc1cnc2c(c1)C(=O)N([C@@H](C)CO)C[C@@H](C)[C@@H](CN(C)C(=O)c1ccc3c(c1)OCO3)O2
    x	74	-2.6	-31
(48) C[C@H]1CN([C@@H](C)CO)S(=O)(=O)c2ccc(Br)cc2O[C@H]1CN(C)Cc1ccccc1
    -4&-3	77&50	1.7	-34&-2
(49) C[C@@H]1CCCCO[C@H](CN(C)C(=O)NC2CCCCC2)[C@H](C)CN([C@@H](C)CO)C(=O)c2cc(NC(=O)Nc3ccc(F)cc3)ccc2O1
    5	93	-1.0	-11
(50) CN1C(=O)c2cc(NC(=O)C3CCCCC3)ccc2OC[C@@H]2O[C@H](CC(=O)NCc3ccccc3F)CC[C@@H]21
    -8	23	1.4	-6
(51) CCC(=O)N1CC2(C1)[C@@H](c1ccc(-c3ccccc3)cc1)[C@@H](CO)N2C(C)=O
    -3	x	0.3	-6
(52) Cc1ccc(S(=O)(=O)N(C)C[C@H]2OCCCC[C@@H](C)Oc3ccc(NC(=O)c4ccncc4)cc3C(=O)N([C@@H](C)CO)C[C@H]2C)cc1
    x	x	-2.1	-72
(53) C[C@@H]1CCCCO[C@@H](CN(C)C(=O)Nc2ccccc2)[C@H](C)CN([C@H](C)CO)C(=O)c2cc(NC(=O)CCCN(C)C)ccc2O1
    -3	2	1.9	-5
(54) CCS(=O)(=O)Nc1ccc2c(c1)C(=O)N(C)[C@@H]1CC[C@@H](CC(=O)N3CCCCC3)O[C@H]1CO2
    -16	54	0.9	0
(55) CC(=O)N1CC[C@H]2[C@@H]1c1cc(-c3cccc(F)c3)ccc1N(C)[C@H]2CO
    -15	79	0.3	1
(56) CCNC(=O)[C@@H]1[C@@H](CO)[C@@H]2Cn3c(ccc(-c4ccc(F)cc4)c3=O)[C@H]1N2Cc1ccccc1F
    0	37	-0.3	5
(57) C[C@@H]1CN([C@H](C)CO)C(=O)c2ccccc2-c2ccccc2CO[C@@H]1CN(C)Cc1ccc(O)cc1
    x	-52	-0.1	-44
(58) C[C@@H]1CN([C@@H](C)CO)C(=O)c2cc(NS(C)(=O)=O)ccc2O[C@H]1CN(C)C(=O)Nc1ccccc1
    -1	x	1.3	-6
(59) C[C@H](CO)N1C[C@H](C)[C@@H](CN(C)C)Oc2cc(-c3cccc(C#N)c3)ccc2S1(=O)=O
    x	53	1.1	-11
(60) C[C@@H]1CN([C@@H](C)CO)C(=O)Cc2cc(NC(=O)CCCN(C)C)ccc2O[C@@H]1CN(C)Cc1ccc(Oc2ccccc2)cc1
    -1	x	-1.1	-75

# Entries by screen from the entries so far:
# C diff HTS for entries 51–55, in order: -3, x, -3, -16, -15
# Pf Dd2 growth for entries 51–55, in order: -6, -72, -5, 0, 1
# KDM4C inh for entries 51–55, in order: 0.3, -2.1, 1.9, 0.9, 0.3

# Other records follow:
# Results follow in this order: C diff HTS	T cruzi growth	KDM4C inh	Pf Dd2 growth
(61) CN1c2ccc(-c3cccc(C#N)c3)cc2[C@@H]2[C@@H](CCN2C(=O)C2CCCC2)[C@@H]1CO
    -3	x	0.1	-70
(62) COc1ccc(S(=O)(=O)N(C)C[C@@H]2Oc3ccc(NC(=O)C4CCCCC4)cc3CC(=O)N([C@H](C)CO)C[C@H]2C)cc1
    -5	44	0.5	-15
(63) CO[C@H]1CN(C)C(=O)c2ccc(NC(=O)NC(C)C)cc2OC[C@@H](C)N(Cc2cncnc2)C[C@@H]1C
    x	4	1.7	x
(64) N#C[C@H]1[C@@H](c2ccc(-c3ccccc3F)cc2)[C@@H](CO)N1C(=O)C1CCOCC1
    11	-15	-1.1	3
(65) C[C@@H]1CN([C@@H](C)CO)C(=O)Cc2cc(NC(=O)Nc3ccc4c(c3)OCO4)ccc2O[C@@H]1CN(C)S(=O)(=O)c1ccc(F)cc1
    7	-64	0.4	-4
(66) O=C(C[C@H]1C=C[C@@H](NC(=O)C2CCOCC2)[C@@H](CO)O1)Nc1ccccc1
    -4	x	-0.1	19
(67) N#C[C@H]1[C@H](c2ccccc2-c2ccc(F)cc2)[C@@H](CO)N1C(=O)NC1CCCCC1
    8	x	1.4	-3

# Screening data as filed in PubChem BioAssay.
